# From PubChem BioAssay
# CF NFkB inh – cystic fibrosis NF-kB activation inhibition; KKLEB NF-kB-GFP reporter, PAF-induced, GFP fluorescence overnight; inhibition, % at 5 µM; 360,000 compounds, 0.86% hits; AID 588850;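 active = at least 50% inhibition at 5 µM, scaled per plate between neutral and stimulator controls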;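 note: PAF is a Pseudomonas aeruginosa culture filtrate used as stimulus; plate controls were PAF-stimulated DMSO wells for no effect and unstimulated DMSO wells for full effect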
# C8 TRAIL sens – sensitizes caspase-8 expressing cells to TRAIL; NB7+C8 cells + TRAIL, ATPlite viability luminescence; inhibition (viability loss, TRAIL sensitization), % at 10 µM; 360,000 compounds, 1% hits;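 active = compounds causing at least 50% loss of cell viability in the single-dose screen, relative to plate controls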
# Peg3 prom inh – inhibitors of Peg3 promoter | HeLa PEG-Prom luciferase reporter, luminescence, overnight | inhibition, % at 20 µM | 360,000 compounds, 1.7% hits | AID 588405;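 active = inhibition of at least 50% at 20 µM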
# HIF-2a inh – HIF-2a inhibition. inhibition, % at 18.8 µM. 786-0 RCC cells HIF-2a reporter, luciferase luminescence, overnight. AID 624352. 360,000 compounds, 0.72% hits;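 active = inhibition of the luminescence signal of 40% or more relative to plate controls, in a single-dose primary screen at 18.75 µM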
# LMP1 NFkB inh – reduces LMP1-driven NF-kappaB luciferase signal; LMP1-induced NF-kappaB luciferase reporter cells, luminescence; inhibition, % at 12.5 µM; 350,000 compounds, 0.69% hits; AID 504558; in the data active = inhibition above about 41%;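 note: 0% = neutral control wells and 100% = reference inhibitor control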
# TRPM1 prom inh – reduces MITF-dependent TRPM1 promoter luciferase signal; AID 488899; SK-MEL-5 TRPM1 promoter luciferase, 24 h; 330,000 compounds, 0.83% hits; inhibition, % at 12.5 µM;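 active = mean inhibition across replicates of 60% or more, whatever share of single replicates reaches that level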; note: values of inactives mirror those of a sister screen read the other way
# Shn3 3UTR inh – reduces Shn3 3'UTR luciferase signal in osteoblasts | Clone20 osteoblast Shn3 3'UTR firefly luciferase, 24 h | inhibition, % at 12.5 µM | 360,000 compounds, 0.52% hits | AID 588674;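 active = mean inhibition of at least 75% with every replicate also reaching 75%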;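 note: 0% = median of neutral control wells and 100% = pilot-screen positive control compound; some compounds past the cut are filed as inactive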
# NR2E3 ag-1 – agonists of human NR2E3 nuclear receptor; Q9Y5X4; CHO-S Gal4-NCOR/VP16-NR2E3 two-hybrid, luciferase; inhibition of corepressor binding, % at 3.98 µM; 360,000 compounds, 0.35% hits; AID 602229;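 active = inhibition above the mean of all tested compounds plus 3 SD, cut at about 70% in these data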;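 note: 0% = DMSO with NR2E3 transfected cells and 100% = cells lacking NR2E3 construct; higher means lower luciferase signal from less NR2E3 corepressor binding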
# Target sequence (Q9Y5X4 whole entry, looked up, the tested form may be a part): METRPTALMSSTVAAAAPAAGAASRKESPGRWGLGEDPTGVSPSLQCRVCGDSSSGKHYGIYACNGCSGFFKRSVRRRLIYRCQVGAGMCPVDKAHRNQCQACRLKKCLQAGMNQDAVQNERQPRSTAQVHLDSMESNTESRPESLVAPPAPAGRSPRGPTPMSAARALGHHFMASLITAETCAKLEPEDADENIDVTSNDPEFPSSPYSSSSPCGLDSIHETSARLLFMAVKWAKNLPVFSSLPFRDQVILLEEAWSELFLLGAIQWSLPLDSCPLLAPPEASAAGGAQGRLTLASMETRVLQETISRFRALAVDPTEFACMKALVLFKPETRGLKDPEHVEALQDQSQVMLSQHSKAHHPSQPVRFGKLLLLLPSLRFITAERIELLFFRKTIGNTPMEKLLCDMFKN
# iPSC survival up – increases survival of single human iPS cells. hiPSC single-cell survival, ATPlite luminescence; 100% = ROCK inhibitor wells, 0% = DMSO. 360,000 compounds, 0.044% hits. AID 602274. survival enhancement, % at 20 µM; in the data active = survival enhancement above about 18%;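 note: cells exposed to compounds for 16 hours before the ATP read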
# KKLEB cytotox – reduces viability of KKLEB cystic fibrosis airway cells; KKLEB CF airway cells viability, ATPlite luminescence, overnight; active compounds read low; cells stimulated with P. aeruginosa culture filtrate; AID 602141; activity change (cytotoxicity), % at 5 µM; 360,000 compounds, 0.36% hits;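 active = corrected activity change at or below -50% at 5 µM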
# NR2E3 ag-2 – activates human photoreceptor nuclear receptor NR2E3 | inhibition of corepressor binding, % at 4.78 µM | Q9Y5X4 | GST-NR2E3/biotin-RetCOR TR-FRET, 1536-well | 320,000 compounds, 0.12% hits | AID 2300;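 active = percent inhibition above the cutoff of mean plus 3 SD of all tested compounds, set per screening campaign, cut at about 20% in these data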;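 note: 0% = DMSO wells and 100% = biotin wells as full block of FRET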
#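 Material: NR2E3–RetCOR corepressor complex / Amount: 1.35 nM GST-NR2E3 / Medium: Tris pH 7.5 / Compound: single nominal compound dose of 4.8 µM / Incubation: 5 h at 4 °C / Technique: TR-FRET, Eu(K)-anti-GST donor, streptavidin-D2 acceptor, ex 340, em 617/671 nm / Read-out basis: percent loss of FRET ratio relative to control wells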
# * = called active by the depositor; x = no result given.
# Values run as follows: CF NFkB inh, C8 TRAIL sens, Peg3 prom inh, HIF-2a inh, LMP1 NFkB inh, TRPM1 prom inh, Shn3 3UTR inh, NR2E3 ag-1, iPSC survival up, KKLEB cytotox, NR2E3 ag-2
Cc1ccc2nc(-c3sc4nc(C)cc(C)c4c3N)[nH]c2c1
 : 1, 56*, -186, -104, -13, -2, 7, -144, -3.7, -24, 2
CS(=O)(=O)c1ccc(-c2sc3ccccc3c2C(=O)N2CCN(c3ccc(F)cc3)CC2)cc1
 : -9, 18, -251, -297, -16, -89, -63, -59, -2.2, 15, x
Cc1cc(=O)oc2cc(OCCSCCN3CCCC3)ccc12
 : -8, 0, -2, -20, x, x, -2, 16, -0.4, -6, -3
CCN(c1ccc(C)cc1C)S(=O)(=O)c1nnc(NC(=O)C(C)(C)C)s1
 : 9, 16, 16, 7, 1, -10, 14, -21, -0.6, -6, -4
CC(C)(C)c1ccc(CC(=O)N2CCC2(C)C(=O)NS(=O)(=O)c2ccc(Cl)cc2)cc1 (stereo unspecified)
 : -22, 3, 10, 5, x, x, -28, -9, 2.0, 12, x
Cn1c(-c2cccs2)[n+](C)c2ccccc21
 : 0, -5, -2, 1, 5, -5, -6, -12, 1.7, -10, 0
Cc1ccc(CC(NC(=O)c2ccccc2)C(=O)NC(C)C(=O)O)cc1 (stereo unspecified)
 : -6, -1, 8, 10, 0, 2, 2, -18, 0.1, -8, 1
CCCCn1c(N)c(N(CC(C)C)C(=O)c2cc(-c3ccc(OC)cc3)nc3ccccc23)c(=O)[nH]c1=O
 : -4, -13, 13, 9, 5, 14, 20, -3, 1.1, 10, x
COc1ccc(C(=O)Nc2cccc(NC(=O)c3ccc(OC)cc3OC)n2)c(OC)c1
 : -6, -5, 14, -126, 3, -13, -14, -5, -0.4, 10, -1
Cn1nc(C(F)(F)F)c(C(=O)Nc2cccc(C(F)(F)F)c2)c1SCc1ccc(Cl)cc1
 : -3, 32, 25, -9, -4, 14, 25, -5, -3.0, -6, -3
COc1ccc(Cl)cc1N1C(=O)C2CCCN2C1c1ccc(F)c(F)c1 (stereo unspecified)
 : -7, 2, -5, 18, -7, 7, 19, -26, -0.5, 7, 3
O=C(c1ccco1)N1CCN(Cc2cc(=O)c(OCc3cccc(Cl)c3)co2)CC1
 : 21, -12, 9, 9, 3, -6, 7, -27, -0.4, 1, 1
CCC(=O)N/N=C/c1ccc(-c2ccc(Cl)cc2)o1
 : -22, 6, -138, -169, -30, -47, -58, -33, 0.1, 4, -1
O=C(NCC1COc2ccccc2O1)c1ccc(NC(=O)c2ccco2)cc1 (stereo unspecified)
 : -1, 23, -35, -28, -2, -23, -17, -32, 1.9, 7, 1
N/C(=N\OC(=O)CCC1CCCC1)c1ccc(Cl)cc1
 : 14, 0, -87, -148, -12, -2, -31, 5, 0.8, -8, 2
O=[N+]([O-])c1cc(Cl)c(Cl)c(Cl)c1Cl
 : 18, -4, -5, 19, -7, 5, -2, 5, -0.1, 2, 2
COc1ccc2c(c1)cc1c(=O)n(CC(=O)NCCCOC(C)C)nc(C)n12
 : -16, -14, -5, 2, 0, -1, 14, 3, 0.4, 8, 1
C=CCn1c(CCNC(=O)c2ccccc2F)nnc1SCC(=O)Nc1ccc(OC)cc1
 : 19, 5, 24, 15, -2, 3, 3, 6, 2.2, -16, 2
CCC(C)(C)NC(=O)C(c1ccccc1F)N(C(=O)c1ccn[nH]1)c1ccccc1 (stereo unspecified)
 : 6, 22, 29, 26, 7, 6, 0, -18, -0.5, 6, -4
CCCCCCCC1CC(CSc2ncn[nH]2)OC1=O (stereo unspecified)
 : 19, -6, 0, -25, -18, -10, -4, -21, -1.2, 11, 6
CCCNS(=O)(=O)c1cc2c3c(c1)C(C)C(=O)N3CCC2 (stereo unspecified)
 : -4, -6, 9, 2, -1, -3, 9, -6, 0.2, -4, 1
O=C1c2ccc(Oc3ccc4c(c3)C(=O)N(CCCO)C4=O)cc2C(=O)N1CCCO
 : 2, -14, 11, 11, -3, -9, 4, -14, 2.0, 4, 0
O=C(CNC(=O)c1cccs1)OCC(=O)c1ccccc1Cl
 : 2, -1, 12, 19, -1, 17, -11, -37, -0.7, 7, 2
CC(C)N(Cc1nccn1C)C(=O)c1ccc2oc(CCCc3ccccc3)nc2c1
 : 1, 10, -7, -38, 11, 14, -4, 12, -0.3, -7, -3
CCCCn1c(=N)n(CC(=O)c2ccc(Br)s2)c2ccccc21
 : -35, 30, 95*, 50*, -70, 90*, 58, -3, -0.2, -27, 0
C(=N\N1CCN(c2ccccc2)CC1)/c1ccccc1
 : -21, -9, -226, -251, -21, -83, -26, -20, -0.1, 16, 0
C/C(=N\NC(=O)CCCNc1cccc(C)c1)c1ccncc1
 : 11, -5, 8, 8, -5, -20, 2, -11, -0.4, -15, -1
Cc1ccc(CNC(=O)c2ccc(C)s2)cc1
 : -1, 10, -79, -126, 1, -17, -4, -23, -0.2, -2, 4
COc1ccc(NS(=O)(=O)c2ccc(N/N=C(\C)c3ccncc3)c([N+](=O)[O-])c2)cc1
 : 37, 31, 28, 30, 21, 23, 83, 24, 2.4, -28, 2
COc1nccnc1NS(=O)(=O)c1ccc(N)cc1
 : 3, -12, -15, 13, -8, 2, 1, -48, 0.6, 1, x
COc1ccc(N(C(=O)c2cccnc2)S(=O)(=O)c2cccc([N+](=O)[O-])c2)cc1
 : 14, -5, 22, 16, -2, 2, -1, -13, 0.1, -17, -3
Cc1ccc(NC(=O)c2ccc(NCCN)c([N+](=O)[O-])c2)cc1Cl
 : -1, 5, -134, -78, -3, -11, 9, -5, -0.7, -5, 2
COc1ccc(OC)c(C(=O)NC2CC(C)(C)Cc3c2cnn3-c2ccccc2)c1 (stereo unspecified)
 : -7, 32, 23, 2, 6, 20, 30, -18, -0.6, 2, 4
CCN(C(=O)COC(=O)C(Cc1ccccc1)N1C(=O)c2ccccc2C1=O)C1CCS(=O)(=O)C1 (stereo unspecified)
 : 2, -33, 3, 12, 0, -9, 1, -6, -2.9, 6, 1
O=C(CS(=O)(=O)c1ccc(Cl)cc1)NCc1ccccc1
 : -5, 21, -11, 4, 2, -6, -6, -30, -0.6, -45, -2
COc1ccc(C(=O)c2c(N)sc3c2CCN(C)C3)cc1
 : -2, -3, 12, -4, 5, -7, 4, -26, 0.0, -5, -2
O=C(Nc1cccc(C(F)(F)F)c1)c1sc(Cl)nc1C(F)(F)F
 : 23, 20, 45, 15, 13, 16, 84, -10, -0.7, -23, -1
c1ccc(Cn2nnc3cnccc32)cc1
 : 6, 9, -1, 2, -1, 6, -1, -6, -0.2, -1, 2
N#Cc1ccc(C(=O)N2CCCCC2c2cc(C(=O)Nc3cccc(C#N)c3)no2)cc1 (stereo unspecified)
 : -22, 7, 5, 2, x, x, 11, -25, 4.0, -3, x
C/C(=N/NS(=O)(=O)c1ccccc1)c1ccc(NC(=O)C2CC2)cc1
 : 2, 5, 6, 9, -2, 8, -9, -13, -0.8, -2, 2
Cn1c(N2CCC(C(N)=O)CC2)nc2c1c(=O)n(Cc1ccc(Br)cc1)c(=O)n2C
 : 19, 22, 29, 20, -4, 0, -3, -3, 1.7, -10, -10
CC(C)CC(=O)/C(=C/c1ccc(N(C)C)cc1)n1cncn1
 : -7, -17, -9, -1, 4, 11, 23, 5, 0.2, 4, -4
O=C1CC(C2CCCO2)C(=O)N1c1cccc(Cl)c1 (stereo unspecified)
 : -12, -10, -12, -7, 0, 6, -3, -16, 2.0, -1, 3
N#C/C(=C\c1ccc(-c2ccc(C(=O)O)cc2)o1)C(=O)NCC1CCCO1 (stereo unspecified)
 : -2, -4, -20, -42, -10, -13, -39, -25, 0.7, 14, -3
Cc1cccc(CN2CCN(C3CCCC3)C(CCO)C2)n1 (stereo unspecified)
 : 5, 6, 5, 13, -1, 0, 5, -2, -0.3, 16, 2
Cc1cc(C)cc(N(CC(=O)NCCSCc2ccccc2)S(C)(=O)=O)c1
 : 2, -6, 7, 17, 2, 0, 1, -25, 0.6, 13, 5
C=CCN(CC=C)C(=O)c1cccc(OC2CCN(CC(C)(C)C)CC2)c1
 : 0, -9, 7, 17, -25, 2, -43, 0, -0.7, -8, 3
Cc1ccn2c(CNCC3COCCO3)c(C(=O)N3CCCCCC3)nc2c1 (stereo unspecified)
 : -10, -3, 2, 9, -2, -2, -1, 2, 0.5, 0, 3
O=C1c2ccccc2C(=O)c2c(NCCCN(CCO)CCO)cccc21
 : -69, 9, 59*, -6, -7, 28, -4, -9, -0.3, -15, x
CN(C(=O)Cc1noc2ccccc12)c1ccccc1
 : 19, -8, -26, -10, -8, -16, -12, -25, 0.4, -4, 2

# New compounds follow.
# Values run as follows: CF NFkB inh, C8 TRAIL sens, Peg3 prom inh, HIF-2a inh, LMP1 NFkB inh, TRPM1 prom inh, Shn3 3UTR inh, NR2E3 ag-1, iPSC survival up, KKLEB cytotox, NR2E3 ag-2
CN1C(=S)N(c2cccnc2)C(=O)/C1=C\c1ccc(N(C)C)cc1
 : -17, 5, -32, -34, -33, -7, 22, -8, -0.3, -5, x
COc1ccc(C(=O)CC(=O)c2ccccc2)cc1
 : -6, 2, -344, -362, x, x, -97, -149, 0.1, 10, 0
COc1cccc(NC(=O)C2C3C=CC(O3)C2C(=O)NCc2cccnc2)c1 (stereo unspecified)
 : -31, 2, -1, 6, -1, 1, 10, 1, -0.6, 12, 0
O=C(Nc1ccc(F)c(Cl)c1)C1CC(=O)n2c(nc3ccccc32)N1 (stereo unspecified)
 : 15, 19, 0, 17, -1, 2, 19, 16, -0.5, -7, -1
CC(=O)N/N=C(/C)c1ccc(NC(=O)c2csc(C)c2C)cc1
 : -2, 14, -286, -208, -18, -80, -84, -150, 0.0, 12, -2
c1ccc2c(c1)OCc1cn[nH]c1-2
 : -14, -6, -29, -45, -2, -7, x, -34, -0.4, -20, 2
Cc1nn(C)c2ncc(C(=O)c3ccccc3O)cc12
 : 6, -3, 3, 12, 3, 7, 19, 7, 0.5, -4, 1
Cc1ccccc1/C=C/C1=NCCN1
 : 12, -6, -17, 7, -9, -9, 3, -13, -4.0, 0, 1
CC(=O)c1ccc(NC(=O)CSc2ccc(-c3sc(C)nc3C)nn2)cc1
 : 6, 23, -17, -35, 1, 6, 3, 15, 0.5, 3, 2
Fc1ccccc1CSc1nncn1NCc1cccs1
 : 9, -17, -4, -18, -10, -2, -11, -11, 8.2, -6, 2
Cc1cc(/C=N/NC(=O)CC2(C)OCCO2)c(C)n1-c1cc(Cl)cc(Cl)c1
 : 3, -5, -12, 9, -9, 7, -10, -31, 4.2, -6, -1
COc1ccccc1C(O)(c1ccccc1)c1ccccc1OC
 : -6, 15, 17, 15, 4, 7, 0, -17, -1.4, -7, x
Nc1ccc(C(=O)N(CCO)CCO)cc1
 : 6, -8, 7, 11, 0, 9, -9, -13, -1.5, 3, 5
C[C@@H]1C=C(C(=O)N2CCN(C)CC2)O[C@H](OCc2ccc(CO)cc2)C1
 : -26, -24, -12, 4, 1, 3, -11, -4, -0.4, 16, 4
Cn1c(SCC(=O)Nc2ccc(Br)cc2F)nnc1-c1ccco1
 : 0, 0, 4, -7, -5, -5, -11, -23, -1.6, -10, 0

# Only part of the results is shown (hit frequency here may not be typical).
